# Screening data as filed in PubChem BioAssay.
# dFosB act = mouse delta FosB homodimer activation. activation, % at 25 µM. purified delta FosB, TAMRA-CDK5 oligo fluorescence polarization; percent of positive-control signal above neutral wells. P13346. hit rate 0.99% among 340,000;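 active = mean activation above about 17%, with every replicate also reaching it, limit read from the data, passing the limit was not always enough; inconclusive = only one of the two conditions met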;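 note: fluorescence polarization rise as delta FosB binds a TAMRA Cdk5 AP-1 oligo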
# Target sequence (P13346 whole entry, looked up): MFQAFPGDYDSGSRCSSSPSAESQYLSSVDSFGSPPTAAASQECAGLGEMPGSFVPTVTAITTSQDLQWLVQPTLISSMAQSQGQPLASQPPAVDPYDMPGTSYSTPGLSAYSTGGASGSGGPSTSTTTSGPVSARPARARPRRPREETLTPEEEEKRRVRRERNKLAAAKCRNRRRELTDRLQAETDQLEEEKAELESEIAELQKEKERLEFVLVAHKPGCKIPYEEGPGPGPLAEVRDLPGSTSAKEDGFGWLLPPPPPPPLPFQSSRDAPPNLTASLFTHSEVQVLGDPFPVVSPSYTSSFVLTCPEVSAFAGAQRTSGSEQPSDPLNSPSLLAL
# MITF TRPM1 HTS = activators of MITF-driven TRPM1 promoter activity in SK-MEL-5 cells; SK-MEL-5 TRPM1-promoter luciferase, 24 h; % of positive control, neutral wells = 0; activation, % at 12.5 µM; hit rate 0.75% among 300,000;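 active = mean activation of at least 80% with every replicate also reaching 80%; inconclusive = mean reaches 80% but some replicate falls short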;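 note: 0% = neutral control wells and 100% = parthenolide positive control wells; values of inactives mirror those of a sister screen read the other way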
# CDK5 inh = inhibitors of human CDK5/p35 kinase. AID 488839. Q00535+Q15078. inhibition, % at 10 µM. Recombinant CDK5/p35, ADP-Glo luminescence, 60 min. hit rate 0.01% among 330,000;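 active = highest replicate inhibition of at least 50% and at least 75% of replicates reaching 50%; inconclusive = only one of the two criteria met; inactive = both criteria failed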;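 note: plate controls were DMSO neutral control for no effect and GW8510 at 10 µM for full effect; many of its hits are not listed in these tables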
# SR-BI uptake up = activators of SR-BI mediated HDL lipid uptake | activation, % at 12.5 µM | hit rate 0.096% among 320,000 | CHO ldlA[mSR-BI] cells, DiI-HDL uptake fluorescence, 3 h; 100 = double the neutral-control signal;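 active = mean replicate activation of at least 60% and every replicate at or above 60%; inconclusive = mean or all-replicate condition met, but not both; inactive = mean below 60% and not all replicates reaching 60%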;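 note: 0% = median plate neutral-control signal and 100% = twice that signal; values of inactives mirror those of a sister screen read the other way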
#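 Test system: SR-BI-overexpressing, LDLR-lacking CHO cells; Medium: Ham's F12 with 0.5% BSA, HEPES 25 mM, pH 7.4; Schedule: 3 h, 37 °C; Technique: bottom-read fluorescence, 550/595 nm.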
# NSD2 inh = inhibitors of human histone methyltransferase NSD2. AID 743445. inhibition, % at 12.5 µM. NSD2 peptide methylation, AlphaScreen, 120 min. hit rate 0.54% among 310,000. O96028; in the data active = inhibition above about 50%
# Arrestin-AP2 inh = inhibitors of human beta-arrestin and AP2 interaction; FITC-arrestin peptide / GST-AP2 beads, flow cytometry; AP2 beta2 appendage carries R879A mutation; inhibition, % at 10 µM; hit rate 0.31% among 340,000;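 active = inhibition above a set limit, near 3 SD of compounds lacking own fluorescence, cut at about 54% in these data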;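 note: plate controls were DMSO wells for no effect and 5 µM unlabelled arrestin peptide for full effect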
#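 System: GST-AP2 R879A glutathione beads; medium: PBS, Tween 20 0.05%, BSA 0.1%; reagent: fluorescein-tagged arrestin peptide at 50 nM final; schedule: pre-incubation 12 min, peptide binding 1 h, room temperature; detection: flow cytometry, FL1 (488/535 nm); read-out: inhibition as reduced fluorescein signal on beads, percent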
# SR-BI HDL uptake = blocks mouse SR-BI lipid uptake from DiI-HDL | Q61009 | ldlA[mSR-BI] CHO cells, DiI-HDL uptake fluorescence, 3 h | inhibition, % at 12.5 µM | hit rate 0.96% among 320,000;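 active = mean replicate inhibition of at least 70% and a set share of replicates each scoring 70 or more; inconclusive = meets just one of the two criteria; inactive = fails both criteria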;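 note: 0% = median of neutral control wells and 100% = median of positive control wells; values of inactives mirror those of a sister screen read the other way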
# Pemphigus Ab inh = human desmoglein-3 autoantibody binding inhibition. P32926. DSG3-coupled beads, scFv-anti-DSG3-GFP binding, flow cytometry; hits give low values. binding (percent of control), % at 10 µM. hit rate 0.48% among 310,000. AID 588358;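 active = binding more than 3 SD below its plate's average and above zero; inconclusive = below that plate limit but binding exactly zero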;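 note: hits lower antibody fragment binding to DSG3; some compounds called inactive have numbers as strong as hits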
# PKA-R2B activ = PKA-R2B complex activation | P22694+P31323 | PKA-R2B holoenzyme dissociation, Cy5-IP20 fluorescence polarization; R2B truncated from residue 108, S112A mutant; 0% DMSO only, 100% 113 µM cGMP | activation, % at 11.4 µM | hit rate 0.079% among 340,000;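 active = activation above a cutoff set at the mean over all compounds plus 3 SD, cut at about 18% in these data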;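 note: higher means more holoenzyme dissociation and a rise in polarization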
# Target sequence (P31323 whole entry, looked up, other chains not shown, the tested form may be a part): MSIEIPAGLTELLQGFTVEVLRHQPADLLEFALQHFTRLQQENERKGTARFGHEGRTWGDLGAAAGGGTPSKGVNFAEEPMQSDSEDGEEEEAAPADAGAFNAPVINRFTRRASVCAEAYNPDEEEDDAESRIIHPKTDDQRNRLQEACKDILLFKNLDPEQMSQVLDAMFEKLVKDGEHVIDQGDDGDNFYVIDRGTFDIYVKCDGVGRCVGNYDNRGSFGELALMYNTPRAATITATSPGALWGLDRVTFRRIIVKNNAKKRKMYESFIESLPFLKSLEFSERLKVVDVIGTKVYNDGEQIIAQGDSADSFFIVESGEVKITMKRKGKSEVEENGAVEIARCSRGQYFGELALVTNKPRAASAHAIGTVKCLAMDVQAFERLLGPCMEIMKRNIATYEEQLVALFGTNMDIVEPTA
# PKA-R1A activ = activators of PKA-R1A complex | hit rate 0.083% among 340,000 | PKA-R1A dissociation, Cy5-IP20 fluorescence polarization; scaled: DMSO 0%, 113 µM cGMP 100% | P00514+P68181 | activation, % at 11.4 µM;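 active = percent activation above the mean of all tested compounds plus 3 SD, cut at about 19% in these data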;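 note: higher means more PKAc released from R1A so a rise in polarization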
# SUMO Mot1 rescue = blocks SUMOylation pathway, rescuing yeast Mot1-301 growth | AID 2716 | S. cerevisiae Mot1-301 growth rescue, ATP luminescence, 38.5C; percent above DMSO median, 100 means doubled | hit rate 1% among 320,000 | growth rescue, % at 18.8 µM;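 active = every valid replicate shows activation above 250% relative to neutral control wells; inactive = the rest, any valid replicate at or below 250%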;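 note: OY570 slx delta 5 strain wells were the positive control but not used for scaling; some compounds called inactive have numbers as strong as hits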
# Starred values were filed as active, the others as inactive; ? = inconclusive; / = no result given.
SMILES,dFosB act,MITF TRPM1 HTS,CDK5 inh,SR-BI uptake up,NSD2 inh,Arrestin-AP2 inh,SR-BI HDL uptake,Pemphigus Ab inh,PKA-R2B activ,PKA-R1A activ,SUMO Mot1 rescue
N#C[C@H]1C(O)C(O)c2ccccc2N1C(=O)c1ccccc1 (some centres not stated),1.8,/,2.1,20.6,/,-2.8,-20.6,98.9,2.4,5.4,716.3*
C/C(=N\NC(=O)c1cc(-c2ccc(C)s2)[nH]n1)c1ccco1,5.4,63.5,0.1,-3.2,2.5,17.8,3.2,103.1,-10.5,-10.5,143.8
COc1ccccc1CCc1nnc(CCC(=O)NCC(C)Oc2cccnc2)o1 (configuration not stated),-0.4,-1.7,0.9,-16.2,3.1,2.9,16.2,107.6,-6.7,-7.1,14.2
Cc1ccc(CNC(=O)COC(=O)c2cccc(S(=O)(=O)N3CCCCC3)c2)cc1,-1.2,2.0,1.3,/,-4.4,0.3,-23.4,109.2,-13.5,5.3,11.8
O=C1c2ccccc2/C(=C\c2ccc3[nH]ccc3c2)N1c1ccccc1,-5.5,25.8,1.2,-6.2,/,-6.2,6.2,106.0,1.9,1.8,17.7
CCC(=O)N(Cc1cc(=O)[nH]c2ccccc12)c1ccccc1,3.1,-6.3,2.3,13.6,-1.0,38.1,-13.6,89.2,-1.6,-3.0,-3.7
Nc1nc(SCc2ccccc2Cl)c2ncn(C3OC(CO)C(O)C3O)c2n1 (configuration not stated),6.6,20.3,-0.2,-5.6,1.4,29.5,5.6,/,1.2,-0.6,/
Cc1c(C)c2ccc(O[C@@H]3O[C@H](CO)[C@@H](O)[C@H](O)[C@H]3O)c(C)c2oc1=O,-11.2,-3.5,-1.3,1.7,-0.5,9.1,-1.7,92.0,4.8,-8.0,-4.9
C/C(=N\Nc1ccc(S(N)(=O)=O)cc1[N+](=O)[O-])c1cccs1,3.2,-5.0,0.9,-11.7,0.9,17.0,11.7,93.0,-4.3,-1.0,4.1
CCCNC(=O)C12CCC(C)(C(=O)C1Br)C2(C)C (configuration not stated),-8.0,-1.3,1.5,15.0,-2.8,-15.0,-15.0,104.0,-6.7,6.6,15.8
CCn1c(NCc2ccc(N(C)C)cc2)nc2ccccc21,-2.5,13.4,0.4,-8.4,11.1,-4.3,8.4,/,-1.1,10.4,149.9
Cc1ccccc1/C(N)=N/OC(=O)N1c2ccccc2Sc2ccccc21,-3.3,-12.9,-0.1,-44.9,-2.4,0.7,44.9,101.8,-8.5,8.6,24.9
CCOC(=O)C1=C(C)N(c2ccc(C)cc2)C(=O)/C1=C\c1cccs1,-4.8,18.7,1.5,-51.1,5.8,29.2,51.1,98.1,-1.1,1.4,/
CCOc1c(Cl)cc(C(=O)NCCN2CCCCC2)cc1Cl,-8.9,-11.9,-0.5,-10.4,1.8,22.3,10.4,99.9,2.7,-4.9,-16.8
O=C(CCCSc1nc2ccccc2[nH]1)NCc1ccccc1F,4.0,-3.3,1.4,1.7,-6.2,-7.0,-1.7,102.7,-5.2,5.8,-8.5
COc1ccc2c(C)cc(=O)oc2c1C,-10.4,/,-0.7,2.6,-5.2,7.9,-2.6,94.4,-7.9,-15.1,280.4
CCN(CC(=O)NC(=O)NC1CCCC1)Cc1ccccc1,-2.2,-5.6,2.2,16.5,22.3,-4.5,-16.5,95.8,-15.7,-6.9,-3.5
O=C(Nc1ccc(C(=O)N2CCOCC2)cc1)c1cnn2c(C(F)F)cc(-c3ccccc3)nc12,-26.6,-2.6,0.0,-62.1,1.9,7.0,62.1,102.6,1.8,0.0,102.4
CCOc1ccccc1C(=O)Nc1cccc(-c2ccc3nncn3n2)c1,-22.1,1.5,-1.4,-59.4,0.2,14.6,59.4,98.7,4.7,-3.1,-13.2
N#CC1=C(N)N(c2ccc(F)cc2)C(=O)C1,2.2,-1.4,0.6,6.5,-0.8,-2.1,-6.5,99.7,4.6,6.7,-6.4
CCN=C(NS(=O)(=O)c1ccc(Br)cc1)c1ccc(Cl)cc1,-2.4,3.6,-0.5,30.9,1.3,2.7,-30.9,106.8,0.3,-4.0,1.4
Cc1cc(=O)oc2c(C)c(OC(C)C(=O)NC3CCN(Cc4ccccc4)CC3)ccc12 (configuration not stated),-15.4,20.6,1.0,-49.3,2.6,-3.6,49.3,103.1,-11.3,-6.9,2.2
C/C(=N/N=C/c1ccc(N(C)C)cc1)c1ccccc1,3.9,23.8,7.1,1.0,0.5,-5.0,-1.0,118.9,-13.6,-1.9,2.3
COc1ccc(CC(=O)NC2CCN(CC(=O)N3CCCc4ccccc43)CC2)cc1OC,-6.4,/,0.3,-33.1,-0.5,4.0,33.1,/,-1.0,11.3,-9.3
COC(=O)c1nn(-c2ccccc2)c(=O)cc1Oc1ccc(Cl)cc1,2.6,/,0.0,/,3.0,6.4,/,/,-4.5,-2.6,-4.3
Cc1ccc(-c2cc(C(=O)N3CCN(C4CCS(=O)(=O)C4)CC3)c3ccccc3n2)cc1 (configuration not stated),-13.0,16.0,2.5,-14.7,-10.4,13.7,14.7,100.8,-1.5,-2.2,12.0
Cc1ccc(-c2noc(C3CCCN(C(=O)c4ccc(F)cc4F)C3)n2)cc1 (configuration not stated),-11.6,8.0,-0.6,-15.8,-2.7,-6.7,15.8,102.3,-3.9,-3.2,1.1
Cc1ccc(Nc2cc(C)c(O)c(C)c2)cc1,3.3,/,2.0,11.8,4.3,-2.7,-11.8,114.0,-5.0,7.0,22.0
CC(/C=N/Nc1nnc2c(n1)[nH]c1ccccc12)=C\c1ccco1,9.1,17.6,1.6,20.2,2.7,-24.0,-20.2,111.4,-2.0,-13.4,-9.6
Cc1c(S(=O)(=O)Nc2cc(Cl)ccc2Cl)c(=O)n(C)c(=O)n1C,1.8,/,-0.4,7.3,/,-0.2,-7.3,102.4,0.5,-9.8,26.6
O=C1C2C3C=CC(O3)C2C(=O)N1Nc1ccccc1 (configuration not stated),1.4,7.8,-0.3,41.4,-3.0,27.1,-41.4,98.3,-3.1,7.0,/
Cn1cc(CCC(=O)NC2CC(C)(C)Cc3c2cnn3-c2ccc(F)cc2)cn1 (configuration not stated),-6.7,-8.5,0.6,1.1,-1.4,-5.5,-1.1,115.4,-16.0,-8.6,/
CCOC(=O)C1=C(COC(=O)/C=C/c2cccc(OC)c2OC)NC(=O)NC1C (configuration not stated),-30.3,16.0,-2.1,-14.7,2.3,20.1,14.7,112.4,3.6,7.0,-5.4
N#Cc1cc(S(=O)(=O)c2ccccc2)c(N)[nH]c1=O,-1.3,/,-2.1,?,22.5,-1.8,-89.4,108.2,-1.2,0.0,11.7
Cc1cccc(NC(=O)CSc2nnc(NC(=O)C3CC3)s2)c1C,-2.2,-3.2,0.2,-0.1,-4.5,-14.5,0.1,/,-1.4,6.0,93.5
CCCCNC(=O)CC(NS(=O)(=O)c1ccc(C)cc1)c1ccco1 (configuration not stated),4.6,11.0,-0.4,0.9,0.0,-10.6,-0.9,98.8,7.9,-8.1,9.1
N#Cc1ccc(CC(C(=O)O)N2Cc3ccccc3C2=O)cc1 (configuration not stated),-0.3,5.9,-0.5,-11.3,-6.5,6.4,11.3,86.3,1.8,-8.3,-10.2
Cc1cc(Cl)c2oc(C(=O)NC(C)c3ccncn3)c(C)c2c1 (configuration not stated),-15.3,16.2,0.1,-19.1,0.5,-3.5,19.1,/,-1.4,7.6,16.0
CC1(C)NC(=O)N(CCCCOc2ccc(Cl)cc2)C1=O,0.1,5.6,-2.3,11.8,-2.1,-2.6,-11.8,104.5,-2.2,6.7,/
O=C(NCCNS(=O)(=O)c1ccccc1Cl)c1cc(OCC(F)(F)F)ccc1OCC(F)(F)F,-0.5,/,-1.3,-10.6,/,10.5,10.6,/,4.1,-14.2,/
Cc1ccc(S(=O)(=O)n2ccc3c(OCCOCCNCc4ccc(F)cc4)cccc32)cc1,-19.6,-27.9,0.9,8.7,-1.5,-0.6,-8.7,113.3,-9.3,5.2,0.4
N#Cc1ccc(-c2csc(NNC(=O)c3ccccc3)n2)cc1,1.4,1.2,-1.2,14.6,/,-8.1,-14.6,86.0,11.7,10.2,2.8
CC(=O)c1ccc(OCC(O)CN2CCN(CCN3C(=O)c4cccc5cccc(c45)C3=O)CC2)cc1 (configuration not stated),37.6*,1.3,0.9,-35.3,2.0,-4.9,35.3,/,12.1,1.7,17.2
CCCCSc1nc(NCc2ccco2)c2c3c(sc2n1)COC(C)(C)C3,-14.1,8.9,-1.4,-7.3,-0.9,31.1,7.3,96.7,3.0,-10.0,9.5
O=C(O)CCC(CNS(=O)(=O)c1ccccc1)C(F)(F)F (configuration not stated),0.8,-3.4,-7.6,7.0,-1.5,-12.8,-7.0,97.5,-0.4,-2.3,6.7
CCN1CCN(c2cc(SC(C)C)nc(-c3ccc(OC)cc3)n2)CC1,-0.4,0.0,-0.4,-22.2,2.1,3.4,22.2,98.8,-6.5,-3.0,/
O=Cc1ccc2c(c1)CCN2Cc1ccccc1,7.6,1.0,1.2,0.8,-2.4,27.6,-0.8,87.1,-4.6,-4.9,-9.8
CSCCC(NC(=O)c1cccc([N+](=O)[O-])c1)C(=O)O (configuration not stated),1.6,-5.1,0.1,3.7,-2.0,7.8,-3.7,95.6,5.8,7.2,-11.6
NC(=O)CSc1nnc(COc2ccccc2)n1Cc1ccco1,-8.1,-6.9,-3.9,17.0,-0.2,0.9,-17.0,122.5,-0.3,-4.0,-16.1
Cc1cccc(-n2ncc3c(N4CCC5(CC4)OCCO5)ncnc32)c1,-5.3,73.3,-1.7,8.9,/,21.8,-8.9,95.0,-9.9,-4.9,-9.9
